Compound activity as filed in PubChem.
Tb PFK inh: inhibitors of T. brucei phosphofructokinase | 0.17% of 330,000 active | Potency, µM (titrated, usually from 57.5 µM), without a hit: at the top dose activity, negative = inhibition, hits mostly inhibitors | O15648 | T. brucei PFK, ADP-Glo luminescence;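 further: potency means the concentration at half of the fitted maximal effect; 0% = uninhibited 1x PFK enzyme wells and -100% = no-enzyme wells; nearly all actives have a fitted effect of over 60% in size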
Target sequence (O15648 whole entry, looked up): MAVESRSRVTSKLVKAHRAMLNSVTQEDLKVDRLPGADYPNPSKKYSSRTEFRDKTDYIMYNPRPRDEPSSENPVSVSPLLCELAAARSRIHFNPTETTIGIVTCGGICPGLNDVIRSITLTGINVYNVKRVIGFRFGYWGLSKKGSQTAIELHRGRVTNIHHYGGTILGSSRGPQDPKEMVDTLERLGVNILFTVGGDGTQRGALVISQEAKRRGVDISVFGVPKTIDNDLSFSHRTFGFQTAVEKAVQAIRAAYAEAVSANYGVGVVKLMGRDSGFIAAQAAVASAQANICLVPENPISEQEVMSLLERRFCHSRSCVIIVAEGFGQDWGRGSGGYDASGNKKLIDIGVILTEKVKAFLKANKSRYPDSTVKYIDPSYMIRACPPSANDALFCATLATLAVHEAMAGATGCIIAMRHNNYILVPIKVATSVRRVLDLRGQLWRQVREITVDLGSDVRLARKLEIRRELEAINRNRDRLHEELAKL
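1.25 nM PFK with 0.5 mM F6P and 0.1 mM ATP in 0.1 M TEA pH 8.0, 5 mM MgCl2, incubated 45 min at room temperature; ADP measured by ADP-Glo luminescence; compounds titrated up to 57 uM.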
B2AR arrestin: agonists driving beta-arrestin recruitment to human beta2-adrenergic receptor | beta-arrestin recruitment to beta2AR, cell-based reporter | Potency, µM (highest dose often 46.1 µM), inactives show at the highest dose activation, most hits filed as activators | P07550 | 0.02% of 330,000 active;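 further: potency means the concentration at half of the fitted maximal effect; 0% = DMSO controls and full agonism = EC100 isoproterenol or metaproterenol; nearly all actives have a fitted effect of over 65% in size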
PTAP TSG101 blk: blocks PTAP/TSG101 interaction to inhibit HIV-1 budding; AID 493005; Q99816; Fluorescence polarization, FITC-PTAP peptide / Tsg101 binding; 340,000 tested, under 10 active; Potency, µM (titrated, usually from 115 µM), for inactives: at the highest dose activity change, negative = inhibition, usual class: inhibitors; active means well fitted inhibition curve with a large enough effect in the main read-out, with a control signal flat, not every such curve was filed as active; inconclusive means small, poorly fitted or top-dose-only effect, or effect the other way, or a change in a side signal; inactive means no such curve, though single readings can be large or run the other way; further: potency means the concentration at half of the fitted maximal effect; % of control where 0% means no effect
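Steps: Tsg101 binding domain dispensed (10 uM final), compounds pinned in DMSO, FITC-labeled PTAP-motif peptide added (50 nM final); after 20 min binding at room temperature, polarization measured.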
BCR signal inh: chronic active BCR signaling inhibition; ABC-DLBCL IkBa-CBG/CBR reporter, luminescence ratio, 4 h; Potency, µM (series often up to 46.1 µM), without a hit: at the highest dose ratio change, negative = lower green/red ratio, hits mostly inhibitors; 0.05% of 340,000 active; AID 493014; active means well fitted inhibition curve with a large enough effect in the signal ratio, with a control signal flat, not every such curve was filed as active; inconclusive means small, poorly fitted or top-dose-only effect, or effect the other way, or a change in a side signal; the % refers to the signal ratio;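 further: potency means the concentration at half of the fitted maximal effect; plate controls were basal doxycycline-induced cells for no effect and cells given 10 µM MG132 for full effect; MG132 reads +100%, hits lower the ratio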
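TMD8 human ABC-DLBCL cells with doxycycline-inducible IκBα–green luciferase fusion and unfused red luciferase, in 0.5% FBS medium; compounds up to 46 uM, 4 h at 37C. Green/red luminescence ratio, filter-overlap corrected, fitted to concentration-response curves.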
TCR activator: T cell receptor activation. primary human leukocytes, anti-CD3, IL-2 HTRF, 48 h. 330,000 tested, under 10 active. Potency, µM (doses to about 9.22 µM), for the others: at the top dose activation of IL-2 secretion, actives largely listed as activators; further: % of control where 0% means no effect
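Using a-CD3 beads without co-stimulation, primary human leukocytes were exposed to compounds for 48 hr. An HTRF IL-2 kit measured the cytokine, with europium-to-d2 energy transfer producing emission at 665nm upon 320nm excitation.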
ELG1 DNA repair: blocks ELG1-dependent DNA repair in HEK293T cells | HEK293T ELG1-luciferase reporter, luminescence, 16 h; DNA damage induced by 5-fluorouridine | Potency, µM (highest dose often 46.1 µM), inactives show at the top dose activity change, negative = inhibition, most hits filed as inhibitors | 2.3% of 330,000 active; further: potency means the concentration at half of the fitted maximal effect; on the % scale 0 is the no-effect control and ±100 the full control effect; nearly all actives have a fitted effect of over 55% in size
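Luminescence from the luciferase reporter, measured 30 min after ONE-Glo reagent at room temperature, was the read-out. Beforehand, 2,000 cells per well were exposed for 16 hr at 37 °C to 5-fluorouridine together with compound or vehicle.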
TSHR antagonist: antagonists of human thyroid stimulating hormone receptor; 0.2% of 330,000 active; AID 504810; activity change, negative = inhibition, % at 11.5 µM; P16473; TSHR-expressing cells, TSH-stimulated cAMP HTRF, 2 h; hits give low values;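 active means activity change below a set negative limit, meaning inhibition stronger than a set level, cut at about -70% in these data; inconclusive means activity change between two set negative limits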; further: on the % scale 0 is the no-effect control and ±100 the full control effect
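TSHR-expressing cells, 200/well, pre-treated with compound, then stimulated with EC80 TSH (4nM final) for 2 hours at 37 deg C. cAMP measured by competitive HTRF: anti-cAMP cryptate antibody in lysis buffer plus cAMP-d2, read after 30 minutes at room temperature.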
Eya2 phos inh: Eya2 (human) phosphatase inhibition; recombinant Eya2, OMFP fluorescence dephosphorylation (OMFP is methylfluorescein phosphate); Potency, µM (doses to about 76.9 µM), for inactives: at the top dose activity, negative = inhibition, actives largely listed as inhibitors; 0.006% of 330,000 active; AID 488837; further: potency means the concentration at half of the fitted maximal effect; on the % scale 0 is the no-effect control and ±100 the full control effect
Target sequence (O00167 whole entry, looked up): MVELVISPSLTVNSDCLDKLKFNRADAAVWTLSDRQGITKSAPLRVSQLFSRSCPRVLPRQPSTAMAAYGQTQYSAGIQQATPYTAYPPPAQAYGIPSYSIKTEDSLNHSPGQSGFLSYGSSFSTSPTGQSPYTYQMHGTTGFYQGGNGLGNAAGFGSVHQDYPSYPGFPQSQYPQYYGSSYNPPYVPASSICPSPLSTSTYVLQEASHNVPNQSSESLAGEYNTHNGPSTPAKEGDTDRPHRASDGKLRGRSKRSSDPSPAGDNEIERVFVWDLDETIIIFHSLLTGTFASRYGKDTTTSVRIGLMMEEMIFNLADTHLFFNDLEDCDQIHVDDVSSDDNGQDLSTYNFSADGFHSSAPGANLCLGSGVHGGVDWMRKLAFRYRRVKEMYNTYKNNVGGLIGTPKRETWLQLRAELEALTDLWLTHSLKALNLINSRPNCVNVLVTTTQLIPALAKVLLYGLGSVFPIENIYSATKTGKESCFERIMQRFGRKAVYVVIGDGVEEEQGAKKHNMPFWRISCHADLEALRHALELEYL
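Eya2 protein (added as 0.2 uM solution) was preincubated with compound for 10 min at ambient temperature in 50 mM HEPES pH 7.5, 50 mM NaCl, 5 uM MgCl2, 0.05% BSA, 1 mM DTT. OMFP (added at 50 uM) then reacted 10 min; fluorescence read at 485/525 nm.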
USP2a block: inhibitors of human ubiquitin-specific protease USP2a. USP2 core, Ub-CHOP2 coupled fluorogenic reporter, 485/531. 0.01% of 330,000 active. Potency, µM (top dose mostly 38.3 µM), for the others: at the top dose activity change, negative = inhibition, usual class: inhibitors;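 further: potency means the concentration at half of the fitted maximal effect; plate controls were DMSO wells for no effect and full inhibition by NEM control for full effect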
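Deubiquitinase activity read as fluorescence (485/531 nm) after Ub-CHOP2 cleavage activates the enterokinase reporter on its substrate; USP2 core 10nM, Ub-CHOP2 and substrate 25nM each, 30min compound preincubation then 60min RT; data normalized to NEM, curves fitted.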
uPA surface inh: blocks generation of uPA at the cell surface; cell surface uPA generation assay, qHTS; Potency, µM (titrated, usually from 38.3 µM), for the others: at the highest dose activity change, negative = inhibition, actives largely listed as inhibitors; 0.31% of 330,000 active; active means well fitted inhibition curve with a large enough effect; inconclusive means small, poorly fitted or top-dose-only effect; inactive means no such curve, though single readings can be large or run the other way; tested in mouse RAW 264.7 cells; further: potency means the concentration at half of the fitted maximal effect; on the % scale 0 is the no-effect control and ±100 the full control effect; nearly all actives have a fitted effect of over 55% in size
Mito fusion act: blocks mitochondrial division or promotes mitochondrial fusion. S. cerevisiae fusion-defective mutant growth rescue, CellTiterGlo 48 h. Potency, µM (series often up to 46.1 µM), inactives show at the highest dose growth rescue (activation), usual class: activators. 0.23% of 320,000 active;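 further: potency means the concentration at half of the fitted maximal effect; % of control where 0% means no effect; nearly all actives have a fitted effect of over 45% in size; temperature-sensitive fusion mutants such as fzo1-1 at 37 °C on non-fermentable ethanol glycerol medium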
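Read-out: ATP-based luminescence (CellTiterGlo, 10 min ambient) reporting growth of fusion-defective ts yeast after 48 hours at 37C on glycerol/ethanol YPEG medium in the presence of compound.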
* marks the source's active call; other numbers are inactive results; ? = inconclusive; · = no result given; [ ] = dose if it differs, or a comment. Unless noted, the call rests on the fitted dose curve; in most records, active means well fitted curve in the direction sought with a large enough effect; inconclusive means small, poorly fitted or top-dose-only effect, or another doubt; inactive means no such curve, though single readings can be large; an effect the other way counts as inactive or inconclusive.

SMILES	Tb PFK inh	B2AR arrestin	PTAP TSG101 blk	BCR signal inh	TCR activator	ELG1 DNA repair	TSHR antagonist	Eya2 phos inh	USP2a block	uPA surface inh	Mito fusion act
O=[N+]([O-])/C=C/c1cc2ccccc2[nH]1	13%	0.1%	-6%	?	-7%	-2%	8	9%	2%	?	3%
Cc1cccc(N2C(=O)C(Cl)=C(N3CCOCC3)C2=O)c1	1%	0.0%	0%	-19%	1%	-2%	30	4%	0%	-6%	1%
O=C(O)CC1(c2ccc(F)cc2)C2CC3CC(C2)CC1C3 (stereo unspecified)	3%	-0.1%	-1%	4%	-2%	0%	-30	8%	2%	26%	?
N#Cc1nc(-c2ccc(Cl)cc2)oc1NCC1CCCO1 (stereo unspecified)	1%	0.0%	-1%	?	10%	?	-12	-5%	4%	-3%	-1%
CCCCN(CC)C(=O)CSc1cc(=O)n(C)c2ccccc12	-2%	-0.1%	-8%	-6%	·	14%	-1	5%	1%	-3%	4%
COc1cc([C@@H]2c3cc4c(cc3[C@@H](NC3CCN(Cc5ccccc5)CC3)[C@H]3COC(=O)[C@H]23)OCO4)cc(OC)c1O	1%	0.0%	·	?	·	?	-10	11%	-11%	·	?
C=CCn1cccc(C(=O)Nc2ccc(C)c(Cl)c2)c1=O	-4%	0.1%	-2%	1%	-7%	?	-20	16%	-1%	-4%	1%
N/C(=N\OC(=O)c1ccc([N+](=O)[O-])cc1Cl)c1ccccn1	5%	-1.0%	-6%	1%	-3%	?	-5	-8%	0%	-17%	-18%
Cc1ccc2nc(NC(=O)C3CCN(S(=O)(=O)c4cccc5nsnc45)CC3)sc2c1	-10%	-0.2%	5%	?	-2%	16µM*	-35	-6%	0%	-11%	18%
O=C(N/N=C/c1c[nH]c2ccccc12)c1[nH]c2ccc(Br)cc2c1-c1ccccc1	8%	-0.4%	-1%	?	-4%[46.1 µM]	17%	12	2%	2%	?	-25%
Cc1cc(C)n2nc(SCc3nnc(SCc4ccccc4)s3)nc2n1	-4%	-1.7%	4%	-1%	-3%	-6%	-5	17%	2%	-5%	6%
O=C(COC(=O)c1ccc(S(=O)(=O)Nc2ccccc2)cc1)NCC1CCCO1 (stereo unspecified)	-2%	-0.5%	-1%	?	0%	-9%	2	-1%	8%	13%	-1%
Cc1nn(Cc2ccccc2Cl)c(C)c1C(=O)NC1=NCCS1	1%	-0.5%	-6%	?	0%	-25%	-8	-7%	0%	0%	11%
CCOc1cc(/C=C2/NC(=O)N(CC(=O)Nc3cccc(C)c3)C2=O)ccc1OC	-13%	-0.6%	0%	0%	3%	25%	11	2%	0%	-4%	-2%
Cc1ccc(NC(=O)C(=O)NCCN2CCN(C(=O)C(c3ccccc3)c3ccccc3)CC2)cc1	3%	0.3%	-2%	-21%	6%	?	-4	4%	-1%	15%	0%
O=C(NCc1ccccn1)c1cccc(NS(=O)(=O)c2ccccc2F)c1	-3%	-0.3%	0%	3%	-4%[46.1 µM]	3%	30	-4%	3%	7%	4%
CCN1CCN(S(=O)(=O)c2ccc(Cl)c(C(=O)N(C)Cc3cccs3)c2)CC1	1%	0.5%	-3%	?	-6%	-1%	-6	-8%	1%	0%	-3%
COc1ccc(C(=O)Nc2nnc(SCC(=O)NCc3ccco3)s2)c(OC)c1	?	-0.6%	-8%	?	6%	?	3	6%	2%	?	-2%
CCOC(=O)c1cc2cc(CC(=O)c3ccc(OCC)cc3O)ccc2o1	-4%	-0.1%	2%	?	6%	?	-14	-12%	1%	2%	-6%
O=c1cc2c(n[nH]1)-c1ccccc1CC2	0%	-0.3%	0%	5%	-5%	24%	-4	-10%	0%	-4%	-6%
CC(=O)Nc1ccc(C(=O)OCCCOC(=O)c2ccc(NC(C)=O)cc2)cc1	-11%	-0.8%	0%	4%	-7%	6%	-8	16%	8%	-2%	0%
O=C(N=C1SC2CS(=O)(=O)CC2N1c1ccccc1F)C1CCCCC1 (stereo unspecified)	2%	-0.2%	-2%	-2%	-5%	?	-2	2%	0%	-2%	2%
COC(=O)[C@@H]1C[C@H]2CC[C@H](O)C[C@H]2N1Cc1ccc(Cl)cc1	-11%	-0.6%	0%	0%	2%	-1%	4	3%	0%	8%	12%
Cc1ccccc1N=C(N)Nc1ccccc1C	1%	-0.1%	-22%	?	-3%	17%	4	2%	8%	-1%	0%
CCOc1ccc(NC(=O)c2ccc3c(c2)C(=O)N(Cc2ccncc2)C3=O)cc1	3%	-0.2%	0%	-1%	-1%	-5%	27	-37%	0%	2%	-9%

A run of entries of the results above, for reference:
SMILES	Tb PFK inh	B2AR arrestin	PTAP TSG101 blk	BCR signal inh	TCR activator	ELG1 DNA repair	TSHR antagonist	Eya2 phos inh	USP2a block	uPA surface inh	Mito fusion act
O=[N+]([O-])/C=C/c1cc2ccccc2[nH]1	13%	0.1%	-6%	?	-7%	-2%	8	9%	2%	?	3%
Cc1cccc(N2C(=O)C(Cl)=C(N3CCOCC3)C2=O)c1	1%	0.0%	0%	-19%	1%	-2%	30	4%	0%	-6%	1%
O=C(O)CC1(c2ccc(F)cc2)C2CC3CC(C2)CC1C3 (stereo unspecified)	3%	-0.1%	-1%	4%	-2%	0%	-30	8%	2%	26%	?
N#Cc1nc(-c2ccc(Cl)cc2)oc1NCC1CCCO1 (stereo unspecified)	1%	0.0%	-1%	?	10%	?	-12	-5%	4%	-3%	-1%
CCCCN(CC)C(=O)CSc1cc(=O)n(C)c2ccccc12	-2%	-0.1%	-8%	-6%	·	14%	-1	5%	1%	-3%	4%

(continued)
SMILES	Tb PFK inh	B2AR arrestin	PTAP TSG101 blk	BCR signal inh	TCR activator	ELG1 DNA repair	TSHR antagonist	Eya2 phos inh	USP2a block	uPA surface inh	Mito fusion act
O=C(Nc1ccncc1)c1cc(-c2cccc(Br)c2)nc2ccccc12	-8%	-0.6%	-3%	?	6%	?	?	10%	2%	4%	?
COc1ccc(-c2cc3ccccc3n2CC(O)Cn2nc(C)cc2C)cc1 (stereo unspecified)	0%	0.1%	-8%	-2%	1%	-8%	5	-5%	-1%	0%	6%
COC(=O)c1cc(OC)c(OC)cc1NC(=S)N1CCOCC1	-8%	0.0%	-3%	-1%	1%	-4%	-6	5%	4%	3%	7%
FC(F)(F)c1ccccc1NC(=S)Nc1cccc(Cl)c1	-11%	-0.2%	-7%	8%	4%	2%	-5	-3%	2%	-1%	-7%
NC(=O)COc1ccc(C23CC4CC(CC(C4)C2)C3)cc1	7%	-0.1%	0%	1%	1%	?	8	2%	-7%	0%	10%
COC(=O)c1cccnc1N1CCN(c2ccccc2F)CC1	-1%	-0.1%	-1%	0%	-1%	7%	-20	-3%	-1%	-6%	11%
COc1ccc(-c2noc(CCC(=O)N3CCN(c4cccc(F)c4)CC3)n2)cc1	0%	-0.3%	1%	0%	-11%[46.1 µM]	?	-5	4%	3%	-8%	·
CCOC(=O)N1CCN(C(=O)Cn2ncc3c2-c2ccccc2OC3)CC1	-5%	-0.4%	2%	-3%	-10%	7%	18	0%	4%	-19%	-2%
Cc1nn2c(COc3ccc(NC(=O)c4ccccc4)cc3)nnc2c2ccccc12	1%	-0.2%	-5%	1%	-8%[46.1 µM]	-22%	-12	-1%	1%	-1%	-5%
Cc1nc2c([nH]1)C1(CCN(Cc3ccccc3)CC1)C(C#N)=C(N)O2	-3%	0.1%	-4%	-2%	8%	0%	2	3%	6%	-13%	2%
O=C1CSC(=S)N1N=C1CCCCCC1	-6%	6.3%	-6%	5%	1%[46.1 µM]	?	7	-6%	10%	-3%	19%
CCCCC(=O)NC(=O)NC(c1ccccc1)c1ccccc1	0%	0.1%	-5%	17%	-2%	-5%	-6	4%	2%	-2%	2%
C=CCSc1nc(C)c(Cc2cccc3ccccc23)c(=O)[nH]1	-5%	-0.9%	0%	2%	1%	-4%	15	5%	-9%	2%	2%
CC(C)CN(C(=O)c1cc(Cl)nc2ccccc12)c1c(N)n(Cc2ccccc2)c(=O)[nH]c1=O	-2%	0.2%	-1%	?	3%	?	22	14%	2%	23%	-5%
